RAM inhibit = yeast RAM network inhibition. 190,000 compounds, 1.8% hits. inhibition, % at 50 µM. S. cerevisiae dse1pr::URA3 reporter, 5-FOA growth OD615, 2 d; analog-sensitive cbk1-as2 kinase mutant strain;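 active = inhibition above a set limit, 3 SD over mean compound inhibition, cut at about 8.4% in these data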;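 also: 0% = DMSO-only wells with no growth and 100% = 10 µM 1-NA-PP1 full growth; inhibition rescues growth on 5-FOA so higher OD means more RAM inhibition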
APP 5UTR inh = APP translation inhibition | AID 1285 | SH-SY5Y APP 5'UTR-luciferase reporter, luminescence | 190,000 compounds, 0.82% hits | inhibition, % at 2 µM;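 active = inhibition above a set limit, derived from the sample mean plus 3 SD, cut at about 45% in these data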; also: values of inactives mirror those of a sister screen read the other way
bIAP inh = intestinal alkaline phosphatase (bovine) inhibition. 190,000 tested, under 10 active. purified bovine IAP, CDP-star luminescence, 30 min. inhibition, % at 20 µM;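 active = over 50% inhibition of intestinal alkaline phosphatase at 20 µM in the single-dose screen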
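Assay system – bovine IAP enzyme · Quantity – bovine IAP at 1/65,000,000 final dilution · Detection – CDP-star luminescence signal · Times – 30 min reaction at room temperature · Also added – CDP-star substrate at 30 µM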
bIAP activator = intestinal alkaline phosphatase (bovine) activation; AID 1016; activation factor at 20 µM; 200,000 compounds, 0.17% hits; purified bovine IAP, CDP-star luminescence, 30 min; active compounds read high; fold of DMSO-control signal, blank-subtracted;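 active = activation factor of 2 or more at 20 µM, a signal rise over negative controls twice the positive control's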
L major viab = reduces viability of Leishmania major promastigotes | resazurin fluorescence viability | 200,000 compounds, 9% hits | AID 1063 | inhibition, % at 10 µM; in the data active = inhibition above about 50%;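 also: promastigotes grown with compound for 44 hours at 28 °C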
FLuc inhib CS = counter-screen for luciferase assay inhibitors: firefly luciferase inhibition; inhibition, % at 10 µM; 200,000 compounds, 1.5% hits; P08659; ATPLite firefly luciferase biochemical luminescence, 10 min;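 active = inhibition above about 50% when tested at 10 µM, limit read from the data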
TNAP act hi DEA = activators of human TNAP at high phosphate acceptor concentration. P05186. purified TNAP, CDP-star luminescence, 1 M DEA, 30 min; active compounds read high; 0 = EDTA background, 1 = DMSO-only activity. activation factor at 20 µM. 200,000 tested, under 10 active. AID 1136;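 active = activation factor at least 2 at 20 µM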
Target sequence (P05186 whole entry, looked up): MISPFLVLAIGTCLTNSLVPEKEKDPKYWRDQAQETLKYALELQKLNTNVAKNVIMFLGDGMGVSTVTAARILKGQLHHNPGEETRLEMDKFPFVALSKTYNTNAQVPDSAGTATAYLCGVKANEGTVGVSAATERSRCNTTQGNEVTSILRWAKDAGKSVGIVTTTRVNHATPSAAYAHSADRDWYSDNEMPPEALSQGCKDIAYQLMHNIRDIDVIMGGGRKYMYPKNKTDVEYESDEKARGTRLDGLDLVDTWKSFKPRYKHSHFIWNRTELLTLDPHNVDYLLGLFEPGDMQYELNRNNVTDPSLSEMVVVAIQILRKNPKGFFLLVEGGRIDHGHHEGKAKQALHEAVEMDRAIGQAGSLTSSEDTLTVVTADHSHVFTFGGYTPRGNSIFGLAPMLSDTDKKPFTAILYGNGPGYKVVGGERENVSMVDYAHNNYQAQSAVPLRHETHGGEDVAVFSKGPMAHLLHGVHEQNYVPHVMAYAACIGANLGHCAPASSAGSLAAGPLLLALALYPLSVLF
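Control set: EDTA negative control, DMSO positive control / Assay system: human TNAP / Quantity: TNAP 1/800 final / Evaluation: TNAP activation factor scaled between EDTA and DMSO control wells / Measured by: luminescent substrate turnover signal / Compound dosing: one dose, 20 µM / Times: 30 min enzyme reaction at room temperature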
TNAP inh no acc = inhibitors of human TNAP without phosphate acceptor; 200,000 compounds, 0.26% hits; P05186; inhibition, % at 20 µM; purified TNAP, CDP-star luminescence, 30 min;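 active = tissue-nonspecific alkaline phosphatase inhibition above about 50% at 20 µM in the single-dose screen, limit read from the data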;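 also: 0% = DMSO negative control and 100% = EDTA positive control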
TNAP inh hi DEA = blocks human TNAP under high phosphate acceptor concentration; 200,000 compounds, 0.03% hits; purified TNAP, CDP-star luminescence, 1 M DEA; inhibition, % at 20 µM;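 active = over 50% inhibition of tissue-nonspecific alkaline phosphatase at 20 µM in the single-dose screen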;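 also: plate controls were DMSO wells for no effect and EDTA-quenched wells as full inhibition for full effect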
FLuc act counter = firefly luciferase counter-screen for stimulation assays; activation factor at 10 µM; P08659; ATPlite luciferase biochemical, luminescence, 10 min; 0 = ATP-free wells, 1 = DMSO control; 200,000 tested, under 10 active;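 active = luciferase activation factor, scaled between plate controls, of at least 2 with compound at 10 µM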
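Material: Luciferase/luciferin reagent mix; Doses: test compounds dosed from 2 mM stocks in 100% DMSO; Schedule: 10 min incubation after luciferase reagent addition, room temperature; Measured by: luminescence from luciferase reaction; Read-out: luminescence gain marking luciferase activators.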
Active calls of the source: *; nt = no result given.

SMILES	TNAP inh hi DEA	bIAP activator	TNAP act hi DEA	TNAP inh no acc	FLuc inhib CS	APP 5UTR inh	L major viab	FLuc act counter	bIAP inh	RAM inhibit
Cc1ccc(CNC(=O)CCNS(=O)(=O)c2ccc(C)cc2)cc1	-7	0.9	1.1	-6	-3	-2	-6	1	8	-0.8
CCCS(=O)(=O)N1CCN(C(=O)c2cccnc2)CC1	5	0.9	0.9	-2	-4	-8	-8	1	6	0.9
O=C(c1ccc2c(c1)OCO2)N1CCCc2ccccc21	-5	1	1.1	-6	-1	-26	-5	1	-1	-0.6
Clc1ccc(-n2ncc3c(NCCN4CCOCC4)ncnc32)cc1	-1	1	1	-5	9	-99	86*	0.9	0	0.8
O=C1C=C(NC(=O)Nc2ccc(Cl)c(Cl)c2)CCC1	-6	0.7	1.1	-16	-7	-16	-3	1.1	28	3.2
COCCNC(=O)Cn1cnc([N+](=O)[O-])n1	-1	1	1	-8	0	-5	-8	1	1	1.2
Cc1cc(SCC(=O)N(C)CC(=O)Nc2ccc(F)cc2)nc2ccccc12	-2	1.2	1	-24	-2	-1	8	1	-22	0.0
CCN(C(=O)CSc1nnc(NC2CCCCC2)s1)C1CCS(=O)(=O)C1 (stereo not given)	-1	1	1	-6	-7	-10	-8	1.1	3	0.1
CC(C)Oc1cccc(-c2cc(C(=O)N3CCN(c4ncccn4)CC3)c3ccccc3n2)c1	-8	1.1	1.1	5	39	-36	42	0.6	-11	0.9
O=C(O)CC1C(=O)NCCN1Cc1cccs1 (stereo not given)	0	0.9	1	-6	-2	-4	-8	1	7	1.2
N#C/C(=C\C=C\c1ccccc1[N+](=O)[O-])C(=O)NC1CCCCC1	-8	1.1	1.1	-13	-8	2	91*	1.1	-8	3.8
COc1ccc(Br)cc1CN1CCCC(C(=O)N2CCCCCC2)C1 (stereo not given)	-3	1	1	-8	-4	2	85*	1	0	-1.5
Cn1c(=O)c2c(ncn2CC(=O)N/N=C/C(Cl)=C/c2ccccc2)n(C)c1=O	-4	0.9	1	17	-2	5	3	1	10	-1.1
CC(=O)c1ccc(S(=O)(=O)N2CCN(c3ccccc3F)CC2)cc1	-1	1	1	0	-7	11	-4	1.1	-4	0.2
CC1CN(CCC(=O)Nc2ccc3c(c2)CCC3)CC(C)O1 (stereo not given)	-5	0.9	1.1	-10	-5	2	86*	1	9	2.5

The final four records of the section before come first, to join the parts:
SMILES	TNAP inh hi DEA	bIAP activator	TNAP act hi DEA	TNAP inh no acc	FLuc inhib CS	APP 5UTR inh	L major viab	FLuc act counter	bIAP inh	RAM inhibit
COc1ccc(Br)cc1CN1CCCC(C(=O)N2CCCCCC2)C1 (stereo not given)	-3	1	1	-8	-4	2	85*	1	0	-1.5
Cn1c(=O)c2c(ncn2CC(=O)N/N=C/C(Cl)=C/c2ccccc2)n(C)c1=O	-4	0.9	1	17	-2	5	3	1	10	-1.1
CC(=O)c1ccc(S(=O)(=O)N2CCN(c3ccccc3F)CC2)cc1	-1	1	1	0	-7	11	-4	1.1	-4	0.2
CC1CN(CCC(=O)Nc2ccc3c(c2)CCC3)CC(C)O1 (stereo not given)	-5	0.9	1.1	-10	-5	2	86*	1	9	2.5
COc1ccc(OC)c(-n2nnnc2SCC(=O)Nc2ccccc2N2CCOCC2)c1	-4	1	1	-4	-3	10	21	1	3	4.1
CCOC(=O)c1sc(N)c(C#N)c1CSc1nc2ccc(C)cc2[nH]1	-2	0.6	1	-4	0	-13	6	1	39	-0.1
COc1ccc(C/C(N)=N/n2cnnc2)cc1	-5	1	1.1	-8	-4	-30	-6	1	3	0.8
CCn1cc(C(=O)N2CC(C)CC(C)C2)c(=O)c2cc(S(=O)(=O)N(C)C)ccc21 (stereo not given)	-3	1.1	1	-4	-8	5	-8	1.1	-6	0.0
O=C(NCc1ccc2c(c1)OCO2)c1cc(-c2ccccc2Cl)on1	0	1	1	3	5	7	-3	1	2	3.8
CC1(C)CC(=O)C2=C(C1)OC(N)=C(C#N)C2c1ccoc1 (stereo not given)	0	1	1	-8	-3	-8	0	1	-2	3.4
CCOC(=O)C1(CCCc2ccccc2)CCN(C(=O)c2ocnc2C)CC1	-5	0.9	1.1	-10	-3	-16	18	1	12	0.0
Cc1ccc(NC(=O)COC(=O)C2CC2)c(Br)c1	0	1	1	-13	3	5	-6	1	3	2.6
Cc1nn(CC(=O)Nc2sc3c(c2C#N)CCC(C(C)(C)C)C3)c(C)c1[N+](=O)[O-] (stereo not given)	0	1.1	1	-10	-3	-6	33	1	-5	0.5
C=CCn1c(=S)[nH]c2ccccc2c1=O	-3	0.8	1	-8	-10	2	-2	1.1	15	0.1
CCc1ccc(CNC(=O)C(=O)NCC2CCCO2)cc1 (stereo not given)	-6	1	1.1	-13	-4	-14	-3	1	3	0.4
COc1ccc(C)cc1S(=O)(=O)n1ccnc1C	-7	1	1.1	-9	-8	18	-1	1.1	1	0.7
O=C(Nc1ccccc1C(=O)OCc1nnc(-c2ccccc2)o1)c1ccco1	-9	1.1	1.1	-15	0	-7	9	1	-8	2.0
COc1ccc(-c2cc(C(=O)Nc3cccc(C(C)=O)c3)no2)cc1	-3	0.9	1	-9	-2	0	-15	1	6	2.3
COc1cccc(-n2c(SCC(=O)Nc3cc(C)on3)nc3ccccc3c2=O)c1	-2	1.1	1	-8	-7	6	2	1.1	-5	1.1

Molecules above containing two or more sulfur atoms, in the order listed:
SMILES	TNAP inh hi DEA	bIAP activator	TNAP act hi DEA	TNAP inh no acc	FLuc inhib CS	APP 5UTR inh	L major viab	FLuc act counter	bIAP inh	RAM inhibit
CCN(C(=O)CSc1nnc(NC2CCCCC2)s1)C1CCS(=O)(=O)C1 (stereo not given)	-1	1	1	-6	-7	-10	-8	1.1	3	0.1
CCOC(=O)c1sc(N)c(C#N)c1CSc1nc2ccc(C)cc2[nH]1	-2	0.6	1	-4	0	-13	6	1	39	-0.1

A portion from further up, for reference:
SMILES	TNAP inh hi DEA	bIAP activator	TNAP act hi DEA	TNAP inh no acc	FLuc inhib CS	APP 5UTR inh	L major viab	FLuc act counter	bIAP inh	RAM inhibit
Cc1ccc(NC(=O)COC(=O)C2CC2)c(Br)c1	0	1	1	-13	3	5	-6	1	3	2.6
Cc1nn(CC(=O)Nc2sc3c(c2C#N)CCC(C(C)(C)C)C3)c(C)c1[N+](=O)[O-] (stereo not given)	0	1.1	1	-10	-3	-6	33	1	-5	0.5

(next part)
SMILES	TNAP inh hi DEA	bIAP activator	TNAP act hi DEA	TNAP inh no acc	FLuc inhib CS	APP 5UTR inh	L major viab	FLuc act counter	bIAP inh	RAM inhibit
CCC(Sc1nc2ccsc2c(=O)n1-c1ccc(Cl)c(C)c1)C(=O)NCc1ccco1 (stereo not given)	0	0.4	1	0	-5	-13	14	1.1	nt	2.3
CC(C)Sc1nnc(-c2c[nH]c3ccccc23)n1C	-5	0.8	1.1	-13	15	nt	2	0.8	17	1.6
O=C(c1ccccc1)c1cc(F)c(N2CCOCC2)cc1Cl	-4	1	1	4	-8	-11	-2	1.1	2	1.1
CSCC[C@H](NC(=O)CC(C)(C)C)c1nc2ccccc2[nH]1	-4	1	1	-11	-8	8	1	1.1	1	0.7
COc1ccc(/C=C/C2=NNC(=O)CC2)cc1	-8	1	1.1	-2	22	-48	-7	0.8	0	0.7
O=C(NCc1ccncc1)C(=O)NCC(c1ccco1)N1CCN(c2ccccc2)CC1 (stereo not given)	-6	1.1	1.1	-16	-8	-5	4	1.1	-8	0.5
COCCCN(C(=S)Nc1cc(Cl)cc(Cl)c1)C(C)c1ccncc1 (stereo not given)	4	0.4	1	-6	4	0	25	1	nt	-0.2
O=C1CSc2ccc(C(=O)O)cc2N1	0	1.1	1	-6	1	-11	-5	1	-9	0.7
Cc1ccc(Nc2nc(N)nc(CSc3nc(C)cc(C)n3)n2)cc1	-7	0.8	1.1	-8	-8	-6	4	1.1	16	1.8
Cc1ccc(NC(=O)CCC(=O)OCC(=O)c2ccc(-c3ccccc3)cc2)cc1	-4	0.7	1	-7	-3	-8	-8	1	29	1.6
O=c1c2c(nc3nc(Cc4ccccc4)[nH]n13)CCC2	-5	1	1	-2	1	-21	-8	1	2	0.7
Cc1ccc(N2C(=O)c3cccc4c(N5CCN(C)CC5)ccc(c34)C2=O)c2cccnc12	4	1	1	-6	-2	6	4	1	0	-0.2
O=C(CSc1nc2ccsc2c(=O)n1-c1ccccc1)N1CCCC1	-2	0.9	1	-13	-5	11	3	1.1	11	-0.1
COc1ccc(OC/C(O)=C(\C#N)c2nc3ccccc3[nH]2)cc1	-2	1	1	-52	-8	-11	-2	1.1	1	3.4
Cc1cn(C(=O)c2cccc(Br)c2)c(C)n1	-7	0.9	1.1	-14	1	-6	-1	1	10	-1.0
COc1ccc(-n2nnc3c(SCC(=O)c4ccccc4)ncnc32)cc1	-8	0.9	1.1	-36	-2	-2	0	1	13	2.3
CCN(CC)S(=O)(=O)c1ccc(C(=O)Nc2nnc(CSC)o2)cc1	-4	0.9	1	-3	-7	6	2	1.1	7	0.6
CCOc1cccc(C2c3c(oc4cc(C)c(C)cc4c3=O)C(=O)N2CCCN(C)C)c1 (stereo not given)	-8	1.1	1.1	5	-4	-8	5	1	-14	-0.3
CCCCCCCCCCS(=O)(=O)N/N=C/c1ccc(O)cc1	2	1.1	1	6	-7	-7	-4	1.1	-8	3.0
Cc1cc(C)cc(NC(=O)N2CCCCCCC2)c1	-6	1	1.1	-20	0	-4	10	1	-2	-0.1
CCN1CCCC1CNC(=O)c1cc(OC)c(OC)c(OC)c1 (stereo not given)	1	1	1	-3	-2	-16	1	1	5	0.9
COC(=O)c1sccc1NC(=O)CSc1ccccc1NS(=O)(=O)c1ccccc1Cl	1	0.9	1	-13	-4	2	3	1	10	2.9
CCn1c2ccccc2c2cc(/C=N/NC(=O)c3cccc(C)c3)ccc21	-2	1	1	-5	-3	22	2	1	5	3.9
Cc1nc(N2CCN(S(=O)(=O)c3ccccc3)CC2)c2cc(-c3ccccc3)sc2n1	-5	1	1.1	-3	18	2	23	0.8	3	5.3

Assay outcomes from PubChem.
